Cardio protect: cardioprotection against H2O2-induced cell death, primary screen, uHTS, H9c2 cells, ATPLite luminescence. H9c2 cardiomyocytes, H2O2 injury protection, 2 h. protection from H2O2 cell death, % at 20 µM. 360,000 tested, 0.63% active. AID 588492, 2011;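 active = compounds giving at least 50% protection of heart cells from peroxide-induced death in the single-dose screen, raw or plate-pattern-corrected value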;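 note: 0% = DMSO wells with peroxide and 100% = DMSO wells without peroxide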
CaV13 FRET inh: Disruptors of the CACNA1D IQ motif to Ca2+-dependent inactivation inhibitor domain association, primary screening, Förster resonance energy transfer in intact living …; inhibition, % at 12.3 µM; 340,000 tested, 0.098% active; HEK cells, CFP/YFP FRET ICDI-IQ, plate reader, 10 min; percent FRET-ratio fall versus neutral wells;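 active = mean replicate inhibition of at least 30% and at least 1% of replicates passing that level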;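 note: 0% = median of the neutral control wells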
Peg3 promoter: Peg3 promoter-driven luciferase inhibitors, primary screen, cell-based, HeLa, luciferase luminescence; AID 588405, 2011; 360,000 tested, 1.7% active; HeLa PEG-Prom luciferase reporter, overnight; inhibition, % at 20 µM;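 active = inhibition of at least 50% at 20 µM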
NR2E3 ag-1: NR2E3 agonists in two-hybrid cells, primary screen, cell-based, luminescence, CHO-S, Gal4-NCOR/VP16-NR2E3; 360,000 tested, 0.35% active; Photoreceptor-specific nuclear receptor (Homo sapiens), Q9Y5X4; inhibition of corepressor binding, % at 3.98 µM; luciferase; AID 602229, 2012;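 active = inhibition above the mean of all tested compounds plus 3 SD, cut at about 70% in these data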;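 note: 0% = DMSO with NR2E3 transfected cells and 100% = cells lacking NR2E3 construct; higher means lower luciferase signal from less NR2E3 corepressor binding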
m5-HT2A agonist: mouse Htr2a agonists via beta-arrestin recruitment, primary screen, cell-based, luminescence | CHO-K1 mHTR2A beta-arrestin complementation; percent of 30 µM serotonin response | 360,000 tested, 0.66% active | activation, % at 7.6 µM;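 active = activation above a run cutoff, the mean activation of all tested compounds plus 3 SD, cut at about 14% in these data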;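 note: 0% = plate median of compound wells and 100% = 30 µM serotonin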
Target sequence (P35363 whole entry, looked up): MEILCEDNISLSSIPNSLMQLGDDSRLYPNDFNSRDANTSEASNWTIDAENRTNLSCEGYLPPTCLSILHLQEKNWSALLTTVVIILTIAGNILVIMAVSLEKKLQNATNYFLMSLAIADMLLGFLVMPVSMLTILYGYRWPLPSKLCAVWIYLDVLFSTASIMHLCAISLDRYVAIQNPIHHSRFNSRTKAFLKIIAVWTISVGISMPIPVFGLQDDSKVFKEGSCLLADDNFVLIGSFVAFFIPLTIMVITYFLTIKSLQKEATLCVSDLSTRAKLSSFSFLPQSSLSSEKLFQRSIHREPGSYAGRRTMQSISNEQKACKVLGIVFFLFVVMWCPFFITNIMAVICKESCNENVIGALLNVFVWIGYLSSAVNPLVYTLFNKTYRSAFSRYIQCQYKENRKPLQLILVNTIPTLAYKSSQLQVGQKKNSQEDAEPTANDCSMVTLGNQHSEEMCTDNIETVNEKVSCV
Shn3 inh set2: reduction of Shn3 3'UTR firefly luciferase signal, primary screen, Schnurri-3 inhibitor project, cell-based, Clone20 osteoblasts, set 2; AID 588674, 2011; Clone20 osteoblast Shn3 3'UTR firefly luciferase, 24 h; inhibition, % at 12.5 µM; 360,000 tested, 0.52% active;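 active = mean inhibition of at least 75% with every replicate also reaching 75%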;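 note: 0% = median of neutral control wells and 100% = pilot-screen positive control compound; some compounds past the cut are filed as inactive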
NR2E3 ag-2: inhibitors of NR2E3-RetCOR corepressor binding, primary screen, NR2E3 agonist project, biochemical, TR-FRET, GST-NR2E3, biotin-RetCOR | inhibition of corepressor binding, % at 4.78 µM | Photoreceptor-specific nuclear receptor (Homo sapiens), Q9Y5X4 | 1536-well | 320,000 tested, 0.12% active | AID 2300, 2010;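 active = percent inhibition above the cutoff of mean plus 3 SD of all tested compounds, set per screening campaign, cut at about 20% in these data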;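 note: 0% = DMSO wells and 100% = biotin wells as full block of FRET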
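System: GST-tagged NR2E3 plus biotinylated RetCOR corepressor; Buffer or medium: pH 7.5 Tris-based buffer; Probe or stimulus: RetCOR corepressor, biotinylated, 7 nM; Doses: compound at 4.8 µM, single dose; Schedule: 5 h incubation at 4 °C; Technique: time-resolved FRET; Evaluation: percent inhibition of TR-FRET ratio; Replication: one well per compound, singlicate testing.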
PDI inh: inhibitors of human PDI, primary screen, biochemical, turbidity, single point, plate reader. Protein disulfide-isomerase (Homo sapiens), P07237. PDI insulin aggregation turbidity, A650, 90 min. inhibition, % at 10 µM. 350,000 tested, 0.052% active;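 active = mean inhibition across replicates of 30% or more, whatever share of single replicates reach that level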;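 note: absorbance from insulin aggregation driven by PDI reduction with DTT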
Target sequence (P07237 whole entry, looked up): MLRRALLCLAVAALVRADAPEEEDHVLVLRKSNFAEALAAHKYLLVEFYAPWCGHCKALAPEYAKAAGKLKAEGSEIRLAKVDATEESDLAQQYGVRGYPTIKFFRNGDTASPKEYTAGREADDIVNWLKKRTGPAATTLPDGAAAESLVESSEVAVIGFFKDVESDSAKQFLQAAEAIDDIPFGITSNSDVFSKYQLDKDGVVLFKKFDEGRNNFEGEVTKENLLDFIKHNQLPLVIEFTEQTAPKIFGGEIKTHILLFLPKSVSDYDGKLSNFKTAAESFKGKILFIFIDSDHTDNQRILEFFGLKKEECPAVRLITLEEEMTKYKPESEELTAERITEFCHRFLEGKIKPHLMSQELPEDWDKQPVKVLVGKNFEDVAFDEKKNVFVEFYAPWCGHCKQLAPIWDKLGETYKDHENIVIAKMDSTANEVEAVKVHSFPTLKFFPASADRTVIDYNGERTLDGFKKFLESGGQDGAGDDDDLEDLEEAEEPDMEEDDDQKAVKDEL
MITF TRPM1 inh: inhibitors of MITF-dependent TRPM1 promoter reporter, primary screen, cell-based, SK-MEL-5, single point, luciferase. SK-MEL-5 TRPM1 promoter luciferase, 24 h. AID 488899, 2010. inhibition, % at 12.5 µM. 330,000 tested, 0.83% active;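 active = mean inhibition across replicates of 60% or more, whatever share of single replicates reaches that level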; note: values of inactives mirror those of a sister screen read the other way
HIF-2a block: HIF-2a reporter inhibitors, primary screen, luminescence, 786-0 RCC cells; 360,000 tested, 0.72% active; inhibition, % at 18.8 µM; 786-0 RCC cells HIF-2a reporter, luciferase luminescence, overnight;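 active = inhibition of the luminescence signal of 40% or more relative to plate controls, in a single-dose primary screen at 18.75 µM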
hiPSC survival: enhancers of single-cell hiPSC survival, primary screen, ATPlite luminescence. 360,000 tested, 0.044% active. survival enhancement, % at 20 µM. 100% = ROCK inhibitor wells, 0% = DMSO; in the data active = survival enhancement above about 18%;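 note: cells exposed to compounds for 16 hours before the ATP read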
Numbers without * were called inactive; . = not tested or not shown. This is a random part of the collection; any-hit rate near 3.9%.

SMILES | Cardio protect | CaV13 FRET inh | Peg3 promoter | NR2E3 ag-1 | m5-HT2A agonist | Shn3 inh set2 | NR2E3 ag-2 | PDI inh | MITF TRPM1 inh | HIF-2a block | hiPSC survival
Cc1ccccc1CC(=O)Nc1ccc(S(=O)(=O)N2CCOCC2)cc1 | 0 | -6 | 3 | 6 | -4 | -14 | 0 | -4 | 1 | 15 | -0.1
CC(CNC(=O)CN1C(=O)C(=O)N(C2CCCC2)C1=O)c1ccccc1 (stereo not given) | 1 | -4 | 11 | -22 | -1 | 4 | -1 | 0 | -3 | 10 | -0.2
COc1cccc(NC(=O)c2ccc(C(=O)c3ccccc3)o2)c1 | -7 | -6 | -264 | -19 | -6 | -30 | -3 | -1 | -85 | -299 | 1.5
COc1ccc(N2CCN(c3cc(C(=O)NC4CCCCC4)ncn3)CC2)cc1OC | 3 | -13 | 3 | 21 | 2 | 3 | . | 2 | . | -2 | -4.0
COc1cc(OC)cc(C(=O)NCC(=O)OCC(=O)Nc2cc(S(C)(=O)=O)ccc2Cl)c1 | -6 | -6 | 4 | -17 | 2 | . | 0 | 1 | -3 | 13 | -0.8
CC(C)(C)OC(=O)C[C@@H]1C/C=C\C[C@@H](CC(=O)N[C@H](CO)Cc2ccccc2)C(=O)NC[C@H](c2ccccc2)OC1=O | 26 | -11 | 20 | 6 | -1 | 21 | . | -6 | -1 | -2 | 0.0
CCCCCCCCCC(=O)N1CCN(c2cc3c(cc2F)c(=O)c(C(=O)O)cn3CC)CC1 | 1 | -3 | -15 | 4 | -3 | -9 | -1 | -12 | 10 | 16 | -0.7
CCN(CC)c1ccc(N2C(=O)CSC2=S)cc1 | -6 | -6 | 13 | -50 | -2 | 6 | 3 | -1 | 8 | 9 | 0.8
CCOC(=O)c1c(C)[nH]c(C)c1C(=O)CSc1nnc(-c2cc(OC)c(OC)c(OC)c2)o1 | 13 | -8 | -3 | -15 | 2 | 6 | 3 | 3 | 2 | 6 | -1.9
O=C(Nc1cccc(NC(=O)c2cccs2)c1)c1ccc(Br)o1 | 3 | -5 | -40 | -33 | -8 | 8 | 0 | 0 | -9 | -44 | 0.4
O=C(CN1CCCc2ccccc21)Nc1cccc(S(=O)(=O)N2CCCC2)c1 | -10 | -16 | 10 | 9 | 0 | 0 | . | -1 | . | 2 | 0.4
O=C(CN1C(=O)/C(=C/c2ccccc2)SC1=S)NNC(=O)c1ccccc1O | 16 | -4 | 3 | 9 | 1 | -1 | 1 | 1 | 16 | 10 | -2.0
CC(=O)c1cccc(NC(=O)CCNC(=O)c2cccc(C)c2)c1 | -5 | -3 | 16 | 0 | 2 | 8 | 2 | 0 | 6 | 3 | 1.3
COc1ccc(Nc2ncnc3sc(-c4ccccc4)cc23)cc1 | 5 | -6 | -4 | -11 | 7 | 22 | 3 | -5 | 1 | -16 | -1.6
Cn1c(CNC(=O)CNC(=O)c2ccc(F)cc2)cc(=O)n(C)c1=O | -1 | -3 | 6 | 8 | -1 | -3 | 0 | -1 | 14 | 5 | 0.0
Cc1cc(C)n(C(=O)Cn2nc([N+](=O)[O-])c(Br)c2C)n1 | 3 | 2 | -11 | -4 | 0 | 12 | 1 | -1 | -4 | 21 | -0.3
CN(c1ccccc1)c1nc(N)c([N+](=O)[O-])c(N2CCCC2)n1 | -2 | -2 | -153 | -69 | -15 | -70 | 2 | -3 | -49 | -196 | -0.6
C[C@@H]1CN([C@H](C)CO)S(=O)(=O)c2ccc(C3=CCCCC3)cc2O[C@H]1CN(C)C(=O)Cc1cccnc1 | 2 | -3 | -10 | 25 | 1 | -21 | . | -4 | . | -1 | -0.5
Cc1cc(S(=O)(=O)Nc2ccc(C(=O)N3CCN(c4ccccc4O)CC3)cc2)ccc1F | -2 | . | 22 | 9 | -1 | 9 | 2 | -3 | -1 | 4 | 1.2
CN1CCN(NC(=O)C2CC2)CC1 | -1 | -3 | 1 | -4 | 5 | 8 | 4 | 0 | 1 | 9 | 1.5
O=C1CCCN1CCC1CCN(C2CC(=O)N(c3ccc(Cl)cc3)C2=O)CC1 (stereo not given) | -6 | -8 | 0 | -7 | -3 | -14 | 3 | 3 | 8 | 0 | 1.6
CCC(C)NC(=O)/C(=C/c1ccco1)c1ccccc1 (stereo not given) | 1 | . | 10 | -12 | -2 | 3 | 3 | -1 | 2 | 15 | -1.3
O=C(OCC(=O)N1CCCC1=O)c1nc(Cl)ccc1Cl | 1 | -2 | -1 | -27 | -3 | -2 | 1 | -11 | 2 | 0 | -0.2
CCOc1ccc(CN2CCN(CC3CC3)CC2CCO)cc1 (stereo not given) | 5 | -4 | 7 | -4 | 2 | 15 | 2 | 2 | 3 | 16 | -0.5
O=C(c1ccc(Cl)c(S(=O)(=O)N2CCCC2)c1)N1CCCC(C(F)(F)F)C1 (stereo not given) | -7 | -6 | 10 | 8 | 2 | 1 | 0 | 3 | 7 | 7 | 1.7
The listing continues.
SMILES | Cardio protect | CaV13 FRET inh | Peg3 promoter | NR2E3 ag-1 | m5-HT2A agonist | Shn3 inh set2 | NR2E3 ag-2 | PDI inh | MITF TRPM1 inh | HIF-2a block | hiPSC survival
O=c1oc2ccccc2n1Cc1cccc(Cl)c1 | 6 | -5 | 5 | -29 | 3 | 0 | 6 | 5 | -10 | 8 | 1.6
Cc1c(C=O)c(Cl)n(C)c(=O)c1C#N | 0 | -7 | -275 | -124 | -1 | -50 | -4 | -1 | 3 | 18 | 1.1
O=C(NCc1ccncc1)c1cc(F)c(F)cc1Cl | -2 | . | 3 | -9 | 0 | -10 | 0 | 4 | 4 | 23 | 0.6
CC(C)(C)C(=O)N1CCC(O)(CS(=O)(=O)Cc2ccccc2Cl)CC1 | -2 | -4 | 10 | 18 | -2 | 0 | -3 | 0 | 7 | 10 | 0.1
COc1ccc(-n2nc3c(c2NC(=O)C(C)C)CSC3)cc1 | 1 | -2 | -11 | 7 | 2 | 3 | -4 | 9 | -2 | 11 | 0.0
O=C(Nc1cccc(N2C(=O)C3CCCCC3C2=O)c1)c1ccccc1 (stereo not given) | -2 | -6 | 5 | -27 | 9 | -10 | 2 | -3 | -5 | 10 | 0.2
NC(=O)CSc1cn(Cc2cccc(F)c2)c2ccccc12 | 3 | -5 | 16 | -2 | 3 | 20 | 0 | 0 | 1 | 17 | -0.5
COc1ccc(/C=C(\C#N)c2nc3ccccc3[nH]2)cc1O | -4 | -2 | -231 | -79 | -3 | -82 | . | 4 | -49 | -256 | -0.7
CN1C=CC=C/C1=C1\SC(=S)N(CC(=O)O)C1=O | 1 | -4 | 29 | -3 | -1 | -1 | -1 | 2 | 8 | 10 | 0.3
CC(C)(CCl)C(=O)Nc1ccnc(-c2ccncc2)n1 | 5 | -9 | -1 | -6 | 0 | 21 | -2 | -7 | 19 | 14 | 1.8
CC1(C)C(=O)NC(=O)N1Cc1ccccc1 | 1 | -5 | -24 | 36 | 2 | -4 | -1 | 0 | -5 | 16 | -1.4
CN(C)c1ccc(/C=N/N(CCC#N)C2=NS(=O)(=O)c3ccccc32)cc1 | 3 | -19 | 9 | 3 | -2 | 7 | 2 | -6 | -9 | 17 | -0.4
CCOC(=O)c1c(OCCO)nn(-c2ccccc2)c1N | 2 | -3 | 14 | -16 | 2 | 3 | 1 | 4 | 2 | 17 | 1.8
COCC1CCN(C(=O)c2ccc3oc(CCc4ccccc4)nc3c2)C1 (stereo not given) | 0 | -6 | -165 | -75 | 3 | -41 | . | -7 | . | -171 | 1.4
O=C(NCc1ccccn1)c1cccc(S(=O)(=O)NCc2ccccc2)c1 | 1 | -6 | 7 | 8 | -2 | 0 | -5 | -1 | -1 | 10 | -0.3
O=C(Nc1scc(-c2ccc(Br)cc2)c1C(=O)O)c1ccccc1F | 0 | -17 | -151 | -60 | 3 | . | 0 | -2 | -4 | -233 | -0.1
CCN(CC)CCNCc1ccc(OCc2ccc(Cl)nc2)c(OC)c1 | 1 | -6 | -50 | -35 | -3 | -6 | -3 | 8 | -15 | -49 | -1.3
Cc1ccc(C(=O)n2ncn(C)c2=S)cc1 | -1 | -8 | 12 | 0 | 2 | -20 | . | 8 | -2 | 7 | 0.7
COc1ccc(CN2C3CCCC2CC(NC(=O)c2cccc(F)c2)C3)cc1 (stereo not given) | 3 | -3 | 7 | 2 | -5 | 5 | 0 | 4 | 0 | 12 | -0.5

Three of the compounds above, field by field:
O=C(Nc1scc(-c2ccc(Br)cc2)c1C(=O)O)c1ccccc1F
  Cardio protect = 0
  CaV13 FRET inh = -17
  Peg3 promoter = -151
  NR2E3 ag-1 = -60
  m5-HT2A agonist = 3
  Shn3 inh set2 = .
  NR2E3 ag-2 = 0
  PDI inh = -2
  MITF TRPM1 inh = -4
  HIF-2a block = -233
  hiPSC survival = -0.1
CCN(CC)CCNCc1ccc(OCc2ccc(Cl)nc2)c(OC)c1
  Cardio protect = 1
  CaV13 FRET inh = -6
  Peg3 promoter = -50
  NR2E3 ag-1 = -35
  m5-HT2A agonist = -3
  Shn3 inh set2 = -6
  NR2E3 ag-2 = -3
  PDI inh = 8
  MITF TRPM1 inh = -15
  HIF-2a block = -49
  hiPSC survival = -1.3
Cc1ccc(C(=O)n2ncn(C)c2=S)cc1
  Cardio protect = -1
  CaV13 FRET inh = -8
  Peg3 promoter = 12
  NR2E3 ag-1 = 0
  m5-HT2A agonist = 2
  Shn3 inh set2 = -20
  NR2E3 ag-2 = .
  PDI inh = 8
  MITF TRPM1 inh = -2
  HIF-2a block = 7
  hiPSC survival = 0.7

High-throughput results deposited in PubChem by several laboratories.
